Screening data as filed in PubChem.
UBC13 inh = UBC13 polyubiquitin chain formation inhibitors, primary screen, biochemical, TR-FRET, uHTS. inhibition, % at 20 µM. AID 485273, 2010. 330,000 tested, 0.47% active. Ubiquitin-conjugating enzyme E2 N (Homo sapiens), P61088; in the data active means inhibition above about 45%, passing the limit was not always enough
Target sequence (P61088 whole entry, looked up): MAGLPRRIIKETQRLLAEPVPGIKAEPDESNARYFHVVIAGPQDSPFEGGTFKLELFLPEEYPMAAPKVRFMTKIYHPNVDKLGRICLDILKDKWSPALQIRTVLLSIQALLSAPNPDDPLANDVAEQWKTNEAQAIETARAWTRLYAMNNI
SENP8 block = SENP8 protease inhibitors, primary screen, biochemical, luminescence | Sentrin-specific protease 8 (Homo sapiens), Q96LD8 | 330,000 tested, 1.2% active | inhibition, % at 10 µM | purified SENP8, Z-RLRGG-aminoluciferin cleavage | AID 2540, 2010
Target sequence (Q96LD8 whole entry, looked up): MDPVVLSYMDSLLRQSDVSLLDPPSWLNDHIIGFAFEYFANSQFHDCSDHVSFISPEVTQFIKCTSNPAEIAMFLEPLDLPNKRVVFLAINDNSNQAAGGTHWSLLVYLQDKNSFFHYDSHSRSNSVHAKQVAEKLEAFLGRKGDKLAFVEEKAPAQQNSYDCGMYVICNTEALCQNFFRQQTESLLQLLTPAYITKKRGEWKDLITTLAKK
Apaf-1 inh = inhibitors of human Apaf-1 apoptosome, primary screen, biochemical, DEVD-Rh110 fluorescence, uHTS. Apoptotic protease-activating factor 1 (Homo sapiens), O14727. reconstituted apoptosome caspase-3 activity. inhibition, % at 20 µM. 330,000 tested, 0.71% active. AID 489030, 2010; active means inhibition of at least 40% at 20 µM;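 further: plate controls were DMSO wells for no effect and DEVD-CHO caspase inhibitor wells for full effect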
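Material: reconstituted apoptosome with Apaf-1, cytochrome c, caspase-9, procaspase-3, dATP / Buffer or medium: pH 7.5 Hepes buffer with CHAPS, BSA, DTT / Also added: cytochrome c with DEVD-Rh110 / Schedule: compound with Apaf-1, dATP, procaspase-3 30 min, then 50 min reaction, room temperature / Technique: rhodamine 110 fluorescence at Ex 480/Em 540 nm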
EBI2 antag = EBI2 receptor antagonists, beta-arrestin recruitment, primary screen, cell-based, luminescence, 7a,25-OHC stimulation, uHTS. G-protein coupled receptor 183 (Homo sapiens), P32249. 7a,25-OHC stimulated. inhibition, % at 5 µM. 360,000 tested, 0.81% active; in the data active means inhibition above about 38%;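 further: enzyme fragment complementation signal reports receptor beta-arrestin coupling in cells; 0% = agonist plus DMSO wells and 100% = wells without agonist; some results beyond the cut were filed as inactive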
Gli-Sufu block = Gli-Sufu pathway antagonists, primary screen, luciferase luminescence, Sufu-KO-LIGHT cells, uHTS. Sufu-KO-LIGHT fibroblasts, Gli luciferase reporter luminescence. inhibition, % at 5 µM. 340,000 tested, 0.74% active;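 active means inhibition above about 55%, limit read from the data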;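 further: 0% = DMSO-treated cells and 100% = wells with medium but no cells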
CCR6 antag = CCR6 receptor antagonists, primary screen, cell-based, CHO-K1, luminescence, beta-arrestin, uHTS; C-C chemokine receptor type 6 (Homo sapiens), P51684; CHO-K1 CCR6 PathHunter beta-arrestin, CCL20-stimulated; inhibition, % at 20 µM; 340,000 tested, 0.49% active; AID 493098, 2011;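 active means compounds whose inhibition of the agonist-driven luminescence signal at 20 µM reaches about 50%, limit read from the data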;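 further: cells stimulated with CCL20 at 14 nM final; plate controls were DMSO with CCL20 for no effect and DMSO without agonist for full effect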
Target sequence (P51684 whole entry, looked up): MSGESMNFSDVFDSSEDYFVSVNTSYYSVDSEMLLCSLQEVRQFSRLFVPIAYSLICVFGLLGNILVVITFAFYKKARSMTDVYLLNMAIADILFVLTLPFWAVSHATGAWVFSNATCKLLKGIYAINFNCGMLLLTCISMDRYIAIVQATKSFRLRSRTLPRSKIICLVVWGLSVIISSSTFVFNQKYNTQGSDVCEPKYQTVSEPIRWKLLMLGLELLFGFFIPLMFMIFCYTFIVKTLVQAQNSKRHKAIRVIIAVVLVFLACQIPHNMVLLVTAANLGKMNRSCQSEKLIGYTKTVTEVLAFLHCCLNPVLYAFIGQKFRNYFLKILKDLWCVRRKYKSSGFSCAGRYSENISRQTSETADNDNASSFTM
697 NFkB inh = inhibitors of PMA/ionomycin-induced NF-kB reporter, 697 cells, primary screen, B-cell NF-kB inhibitor project, cell-based, luminescence, uHTS; inhibition, % at 4 µM; 697 B-cell NF-kB luciferase reporter, 16 h; 330,000 tested, 0.33% active; AID 435022, 2010; in the data active means inhibition above about 35%
Jurkat NFkB inh = inhibitors of induced NF-kB luciferase reporter, primary screen, TCR NF-kB activation inhibitor project, cell-based, luminescence, uHTS | 330,000 tested, 0.53% active | inhibition, % at 4 µM | Jurkat, PMA/ionomycin-induced NF-kB luciferase reporter
The depositor's hits bear a star. Unless noted, no stated cut-off is given here; in the data, active means inhibition above about 50%; inactive means the rest. Some of the compounds tested; rates above refer to the full screens.

For O=C(N/N=C/c1ccncc1)C1C2CCCCCCC21 (centres undefined) the results were UBC13 inh 2, SENP8 block -6, Apaf-1 inh 14, EBI2 antag -7, Gli-Sufu block -8, CCR6 antag 24, 697 NFkB inh 0 and Jurkat NFkB inh -6.
`CCOc1ccc(Br)cc1CC(=O)O` gave UBC13 inh 5, SENP8 block -7, Apaf-1 inh -15, EBI2 antag -13, Gli-Sufu block 0, CCR6 antag -11, 697 NFkB inh 18 and Jurkat NFkB inh 1.
`CCOc1ccc(N2Nc3n[nH]c(N)c3N2)cc1` gave UBC13 inh -16, SENP8 block -18, Apaf-1 inh 17, EBI2 antag 2, Gli-Sufu block -31, CCR6 antag 15, 697 NFkB inh -14 and Jurkat NFkB inh -41.
Screening O=C(CCc1ccccc1)Nc1sc2c(c1C(=O)O)CCCC2 returned UBC13 inh -4, SENP8 block 3, Apaf-1 inh -5, EBI2 antag 9, Gli-Sufu block 1, CCR6 antag -18, 697 NFkB inh 4 and Jurkat NFkB inh 7.
Screening C=CCNC(=S)Nc1ccc(C)cc1[N+](=O)[O-] returned UBC13 inh -3, SENP8 block -10, Apaf-1 inh -4, EBI2 antag 6, Gli-Sufu block -12, CCR6 antag 4, 697 NFkB inh -8 and Jurkat NFkB inh 3.
Screening O=C(NCCCN1CCCC1)c1ccc2c(c1)N(Cc1cccc(Cl)c1)C(=O)c1ccccc1S2=O (centres undefined) returned UBC13 inh 0, SENP8 block -2, Apaf-1 inh 31, EBI2 antag 21, Gli-Sufu block 26, CCR6 antag 18, 697 NFkB inh 5 and Jurkat NFkB inh -5.
`Cc1cc(C)nc(/N=C(\N)C2=C(O)CC(C)(C)CC2=O)n1` gave UBC13 inh 8, SENP8 block 2, Apaf-1 inh -6, EBI2 antag 0, Gli-Sufu block -1, CCR6 antag -12, 697 NFkB inh 18 and Jurkat NFkB inh -1.
NC1=NS(=O)(=O)NC1c1ccc(Cl)cc1 (centres undefined) was read as UBC13 inh -1, SENP8 block -9, Apaf-1 inh -4, EBI2 antag -9, Gli-Sufu block 0, CCR6 antag 3, 697 NFkB inh 5 and Jurkat NFkB inh 3.
CCO[C@@H]1OC(C(=O)NC2CC2)=C[C@H](C(C)(C)C)[C@H]1CCCO was read as UBC13 inh -15, SENP8 block -10, Apaf-1 inh 9, EBI2 antag -6, Gli-Sufu block 30, CCR6 antag -15, 697 NFkB inh -8 and Jurkat NFkB inh 3.
CC(=O)Nc1cccc(NC(=O)C2CCCN2C(=O)Nc2ccccc2C)c1 (centres undefined) was read as UBC13 inh -1, SENP8 block 2, Apaf-1 inh 1, EBI2 antag -6, Gli-Sufu block 1, CCR6 antag -10, 697 NFkB inh 3 and Jurkat NFkB inh 13.
CC(=O)c1ccc(N(C(=O)c2ccco2)C(C(=O)NC2CCCC2)c2cccs2)cc1 (centres undefined) was read as UBC13 inh -1, SENP8 block -8, Apaf-1 inh 17, EBI2 antag 8, Gli-Sufu block 4, CCR6 antag 12, 697 NFkB inh 0 and Jurkat NFkB inh -9.
COc1ccc(N(CC(=O)Nc2ccc(OC)c(OC)c2)S(=O)(=O)c2ccccc2)cc1Cl was read as UBC13 inh -5, SENP8 block 4, Apaf-1 inh 7, EBI2 antag 9, Gli-Sufu block -5, CCR6 antag 16, 697 NFkB inh -3 and Jurkat NFkB inh 2.
`O=S1(=O)c2ccccc2OC(COCc2ccccc2)CN1C1CC1` (centres undefined) gave Apaf-1 inh 14, EBI2 antag 1, Gli-Sufu block 10, CCR6 antag 36 and 697 NFkB inh 0.
`COCC1CCCN(Cc2nc(Cc3ccccc3)no2)C1` (centres undefined) gave UBC13 inh -6, SENP8 block -2, Apaf-1 inh -5, EBI2 antag 1, Gli-Sufu block -22, CCR6 antag -16, 697 NFkB inh -6 and Jurkat NFkB inh -5.
CCNc1nc2nc3ccc(C)cn3c(=O)c2cc1C(=O)NCC1CCCO1 (centres undefined) was read as UBC13 inh 4, SENP8 block 1, Apaf-1 inh 1, EBI2 antag -1, Gli-Sufu block 8, CCR6 antag 5, 697 NFkB inh -6 and Jurkat NFkB inh -4.
Screening Cn1c(SCC(=O)Nc2nc3c(s2)CCCC3)nnc1-c1ccccc1 returned UBC13 inh 6, SENP8 block -11, Apaf-1 inh 8, EBI2 antag -14, Gli-Sufu block 5, CCR6 antag -10, 697 NFkB inh -1 and Jurkat NFkB inh 2.
`O=C(/C=C/c1cn(-c2ccccc2)nc1-c1ccc2c(c1)OCCO2)NCCCN1CCOCC1` gave UBC13 inh 22, SENP8 block -9, Apaf-1 inh 30, EBI2 antag 4, Gli-Sufu block 18, CCR6 antag 4, 697 NFkB inh 7 and Jurkat NFkB inh -13.
Screening COc1ccc(CSc2n[nH]c(C)n2)cc1[N+](=O)[O-] returned UBC13 inh -8, SENP8 block -14, Apaf-1 inh 1, EBI2 antag -2, Gli-Sufu block -6, CCR6 antag -9, 697 NFkB inh 16 and Jurkat NFkB inh -14.
For Cc1ccc(N2C(=O)CC(N(CCc3ccccc3)C(=S)Nc3ccc(N(C)C)cc3)C2=O)cc1 (centres undefined) the results were UBC13 inh -16, SENP8 block -6, Apaf-1 inh 26, EBI2 antag -4, Gli-Sufu block -5, CCR6 antag 8, 697 NFkB inh -8 and Jurkat NFkB inh -10.
CN1/C(=C\C(=S)Nc2ccccc2)C(C)(C)c2ccccc21 was read as UBC13 inh -3, SENP8 block -20, Apaf-1 inh 1, EBI2 antag -8, Gli-Sufu block 65*, CCR6 antag 15, 697 NFkB inh -9 and Jurkat NFkB inh -11.

Brought forward from above: 3 entries; new compounds follow.
Screening COc1ccc(CSc2n[nH]c(C)n2)cc1[N+](=O)[O-] returned UBC13 inh -8, SENP8 block -14, Apaf-1 inh 1, EBI2 antag -2, Gli-Sufu block -6, CCR6 antag -9, 697 NFkB inh 16 and Jurkat NFkB inh -14.
For Cc1ccc(N2C(=O)CC(N(CCc3ccccc3)C(=S)Nc3ccc(N(C)C)cc3)C2=O)cc1 (centres undefined) the results were UBC13 inh -16, SENP8 block -6, Apaf-1 inh 26, EBI2 antag -4, Gli-Sufu block -5, CCR6 antag 8, 697 NFkB inh -8 and Jurkat NFkB inh -10.
CN1/C(=C\C(=S)Nc2ccccc2)C(C)(C)c2ccccc21 was read as UBC13 inh -3, SENP8 block -20, Apaf-1 inh 1, EBI2 antag -8, Gli-Sufu block 65*, CCR6 antag 15, 697 NFkB inh -9 and Jurkat NFkB inh -11.
NC(=O)c1cc[n+](Cc2ccc([N+](=O)[O-])cc2)cc1 was read as UBC13 inh 1, SENP8 block -3, Apaf-1 inh 4, EBI2 antag 0, Gli-Sufu block -4, CCR6 antag 1, 697 NFkB inh -1 and Jurkat NFkB inh 6.
For Cc1cccc(C(=O)NC2CCN(C(=O)N3CCOCC3)CC2)c1 the results were UBC13 inh 1, SENP8 block 2, Apaf-1 inh -1, EBI2 antag -9, Gli-Sufu block 2, CCR6 antag -9, 697 NFkB inh -6 and Jurkat NFkB inh -6.
`Cc1ccc(N2CC(=O)N(CC(=O)O)C2=O)cc1` gave UBC13 inh -4, SENP8 block -3, Apaf-1 inh -2, EBI2 antag -4, Gli-Sufu block 1, CCR6 antag 5, 697 NFkB inh 1 and Jurkat NFkB inh 2.
For COc1ccc(NC(=O)COC(=O)[C@@H](NC(=O)c2c(F)cccc2F)C(C)C)cc1 the results were UBC13 inh 8, SENP8 block 0, Apaf-1 inh -12, EBI2 antag 1, Gli-Sufu block 2, CCR6 antag 8, 697 NFkB inh 21 and Jurkat NFkB inh 6.
`Cc1ccc(C2=NS(=O)(=O)N(C)C(C(=O)N3CCOCC3)=C2)cc1` gave UBC13 inh -9, SENP8 block 3, Apaf-1 inh 4, EBI2 antag -5, Gli-Sufu block -1, CCR6 antag 3, 697 NFkB inh 8 and Jurkat NFkB inh -4.
For CCOC(=O)C(C)c1nc2ccccc2[nH]c1=O (centres undefined) the results were UBC13 inh 42, SENP8 block -6, Apaf-1 inh -7, EBI2 antag 7, Gli-Sufu block 2, CCR6 antag 3, 697 NFkB inh 18 and Jurkat NFkB inh 3.
`COc1ccccc1CCNC(=O)C1CCCO1` (centres undefined) gave UBC13 inh -6, SENP8 block -6, Apaf-1 inh 5, EBI2 antag -4, Gli-Sufu block 7, CCR6 antag -4, 697 NFkB inh 20 and Jurkat NFkB inh -18.
Screening COc1ccc(NC(=O)CN(C)C(=O)c2ccc(-c3cccc(C(F)(F)F)c3)o2)cc1 returned UBC13 inh 2, SENP8 block -3, Apaf-1 inh 12, EBI2 antag -1, Gli-Sufu block -2, CCR6 antag 5, 697 NFkB inh -2 and Jurkat NFkB inh 1.
C#CCN1C(C)=C(C(=O)OC)C(c2cccc([N+](=O)[O-])c2)C(C(=O)OCC)=C1C (centres undefined) was read as UBC13 inh 11, SENP8 block 2, Apaf-1 inh 10, EBI2 antag 22, Gli-Sufu block -1, CCR6 antag 22, 697 NFkB inh 5 and Jurkat NFkB inh -12.
Cc1ccc(S(=O)(=O)Nc2cccc(S(=O)(=O)N3CCCC3)c2)cc1C was read as UBC13 inh 3, SENP8 block 0, Apaf-1 inh -1, EBI2 antag -7, Gli-Sufu block 1, CCR6 antag -9, 697 NFkB inh 21 and Jurkat NFkB inh 9.
`COCCn1c(-c2cccs2)csc1=Nc1cccnc1` gave UBC13 inh 4, SENP8 block 8, Apaf-1 inh 3, EBI2 antag 3, Gli-Sufu block -9, CCR6 antag 10, 697 NFkB inh 8 and Jurkat NFkB inh 2.
`COc1ccc(CN2CCNC(=O)C2CC(=O)NC2CCOCC2)c(F)c1` (centres undefined) gave UBC13 inh -1, SENP8 block -4, Apaf-1 inh -15, EBI2 antag 2, Gli-Sufu block 1, CCR6 antag 6, 697 NFkB inh 1 and Jurkat NFkB inh 12.
`CC(C)(C)NC(=O)NC(=O)COc1ccccc1C#N` gave UBC13 inh 2, SENP8 block 1, Apaf-1 inh 1, EBI2 antag -11, Gli-Sufu block -51, CCR6 antag -1, 697 NFkB inh -82 and Jurkat NFkB inh -131.
For CC(=O)NC12CC3CC(C1)CC(C(=O)N(C)Cc1cccc(Cl)c1Cl)(C3)C2 the results were UBC13 inh -3, SENP8 block 17, Apaf-1 inh 14, EBI2 antag 3, Gli-Sufu block 4, CCR6 antag 4, 697 NFkB inh -1 and Jurkat NFkB inh 1.
For O=C(CN1CCc2cc3c(cc2C1)OCCCO3)Nc1c(F)cccc1F the results were UBC13 inh 6, SENP8 block -3, Apaf-1 inh -6, EBI2 antag 3, Gli-Sufu block -4, CCR6 antag 0, 697 NFkB inh -6 and Jurkat NFkB inh -4.
CN(Cc1ccccc1)S(=O)(=O)c1ccc(Cl)c(C(=O)N2CCC(C(N)=O)CC2)c1 was read as UBC13 inh 0, SENP8 block 7, Apaf-1 inh -3, EBI2 antag -2, Gli-Sufu block 4, CCR6 antag 7, 697 NFkB inh 11 and Jurkat NFkB inh 9.
`CC(NC(=O)c1ccccc1F)c1nnc(SCC(=O)NC2CCCC2)n1C` (centres undefined) gave UBC13 inh -4, SENP8 block -11, Apaf-1 inh 9, EBI2 antag 16, Gli-Sufu block 15, CCR6 antag -7, 697 NFkB inh -8 and Jurkat NFkB inh 1.
